M17LAP inhibition = P. falciparum M17LAP inhibitors, primary screen, biochemical, fluorogenic H-Leu-NHMec substrate, 1536-well (AID 1619). recombinant M17LAP, H-Leu-NHMec fluorogenic kinetic assay; higher % means a stronger effect. one-dose inhibition, % at 30 µM; IC50 in µM for titrated hits. 0.38% of 220,000 active;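 active = compound inhibiting the enzyme by more than half at any dose during confirmatory dose-response retesting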;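 also: plate controls were full reaction with DMSO carrier for no effect and no enzyme background for full effect; strong numbers were not always called active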
MT stabilizer = stabilizes microtubules in HeLa cells | HeLa tubulin immunostaining HCS, 24 h; share of cells brighter than vehicle mean+2SD | % tubulin-high responders, % at 10 µM | 0.83% of 200,000 active;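 active = plate Z-score above 3 for both tubulin-high and condensed-nucleus cell shares, with cell loss under 80%, at 10 µM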;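 also: anti alpha tubulin signal scored within the nucleus-defined area of each cell; some results filed as inactive read as strong as hits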
Hep lipid drop = modulators of hepatic lipid droplet formation. AML12 mouse hepatocytes, oleate lipid droplets, BODIPY imaging. inhibition, % at 6.5 µM. 0.4% of 240,000 active;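 active = lipid droplet intensity inhibited by at least 50%, with more than 500 cells counted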
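material = mouse AML12 hepatocyte cell line, fixed after treatment | also added = 100 µM oleic acid challenge | doses = compound at 6.5 µM only | schedule = overnight exposure | technique = Image-based BODIPY and DAPI two-channel analysis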
M1AAP inhibition = malaria alanyl aminopeptidase activity blockers – biochemical, fluorogenic H-Leu-NHMec substrate, 1536-well (AID 1445) | recombinant M1AAP, H-Leu-NHMec fluorogenic kinetic assay; higher % means a stronger effect | 0.42% of 220,000 active | inhibition, % at 30 µM, or IC50 in µM where a hit was titrated;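 active = primary inhibition above the hit cutoff, then over 50% inhibition at one or more dose response concentrations, cut at about 23% in these data, passing the limit was not always enough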;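 also: plate controls were DMSO full reaction for no effect and no enzyme background for full effect; strong numbers were not always called active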
Autophagy HCS = alters autophagy in cells; MEF GFP-LC3 puncta imaging; test concentration mostly 10 µM; calls only at 10 µM (by protocol); 0.98% of 190,000 active; AID 463193;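 active = percentage of spot-positive cells more than 3 SD above its plate mean, without a fluorescence outlier flag or 80% toxicity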;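 also: spot-positive cell cutoff set from DMSO-treated cells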
Ins promoter up = MIN6 insulin promoter up-regulation | MIN6 insulin promoter-GFP reporter, high-content imaging; stronger effect = higher value | z-score at 5 µM | 0.3% of 190,000 active | AID 1625;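 active = z-score above 3 at 5 µM with at least 500 cells counted in the well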
ER stress rescue = rescue of cells from ER stress-induced death, primary screen, 384-well, CSM14.1, thapsigargin, ATP luminescence (AID 1222); CSM14.1 thapsigargin-induced death rescue, ATP luminescence; higher % means a stronger effect; 190,000 tested, under 10 active; one-dose cellular ATP content (survival), % at 20 µM; EC50 in µM for titrated hits;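 active = EC50 below 50 µM in the dose-response confirmation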;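 also: death triggered by thapsigargin at about 15 µM added after 2 h compound pretreatment; cell ATP read after overnight thapsigargin exposure of roughly 18 to 22 hours; normalized against plate controls of thapsigargin alone and 5% DMSO vehicle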
Dynein cargo inh = dynein cargo transport inhibition. 3617.4 mouse cells, GR-EGFP nuclear translocation imaging; test concentration mostly 20 µM; stimulated with dexamethasone, 1 µM; stronger effect = lower value. z-score, hits read low. 0.47% of 220,000 active;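 active = plate z-score of nuclear minus cytoplasmic receptor signal below a set negative limit, without overly bright fluorescence or cell loss, cut at about -3.5 in these data, passing the limit was not always enough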;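 also: z-score of nuclear minus cytoplasmic ring GR-EGFP intensity difference per well; some compounds called inactive have numbers as strong as hits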
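Also added: dexamethasone, 1.0 µM final. Medium: tet-free, stripped-serum medium. Detection: fixed, Hoechst-stained cells imaged at 10x for EGFP. Read-out: nuclear-to-cytoplasmic GR-EGFP distribution per well. Times: induction 48 h, compound 1 h, agonist 30 min.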
Yfh1-depleted yeast = mitochondrial function rescue without frataxin homolog – Friedreich's ataxia, plus single-dose screen, dose response (AID 1465); S. cerevisiae Yfh1-off respiration, WST-1 reduction, 72 h; higher fold induction means a stronger effect; fold induction at 50 µM; hits with a dose series show EC50 in µM; 0.074% of 220,000 active;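 active = fold induction of absorbance versus untreated yeast above a set limit, then at least 30% activation at any dose in follow-up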;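 also: activators that raise dye reduction in frataxin-depleted yeast; strong numbers were not always called active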
Dynein cargo inh cytoplasmic EGFP = recorded beside Dynein cargo inh, whose call it bears; z-score; measured here: cytoplasmic GR-EGFP intensity; stronger effect = higher value
Dynein cargo inh nuclear GR-EGFP = also measured in Dynein cargo inh; calls as there; z-score; measured here: nuclear GR-EGFP intensity;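 lower value marks the stronger effect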
Dynein cargo inh cell count = further read-out of Dynein cargo inh, marked with its call; z-score; measured here: cell count per field
Ins promoter up cell count = recorded beside Ins promoter up, whose call it bears; cell count; measured here: cytotoxicity, nuclei count;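 total cells summed across four imaged fields per well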
Hep lipid drop cells 6.5 µM = also measured in Hep lipid drop; calls as there; cell count; measured here: cell count, cytotoxicity flag;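 cells counted across two imaged fields per well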
MT stabilizer Hoechst-high % = recorded beside MT stabilizer, whose call it bears; % Hoechst-high responders; measured here: nuclear condensation Hoechst responders;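 share of cells brighter than vehicle mean plus two SD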
MT stabilizer cytotoxicity % = further read-out of MT stabilizer, marked with its call; toxicity, %; measured here: cytotoxicity by cell density;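 0% = mean cell density of plate MIN control wells and 100% = no cells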
Autophagy HCS cell loss 18 h = further read-out of Autophagy HCS, marked with its call; toxicity, %; measured here: cell loss, nuclei count;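 cell loss after 18 h compound exposure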
* marks the source's active call; other numbers are inactive results.

`COc1ccccc1N1CCN(C(=O)CSc2ncnc3c2cnn3-c2ccc(C)c(C)c2)CC1` gave M17LAP inhibition -1.0%, Hep lipid drop -1.0, M1AAP inhibition -0.1%, Ins promoter up -0.23, Dynein cargo inh 0.0682, Yfh1-depleted yeast inactive, Dynein cargo inh cytoplasmic EGFP -0.245, Dynein cargo inh nuclear GR-EGFP 0.463, Dynein cargo inh cell count -0.365, Ins promoter up cell count 959 and Hep lipid drop cells 6.5 µM 710.
Screening CC(=O)Nc1ccc2c(c1)OCCOCCOc1cc(NC(C)=O)ccc1OCCO2 returned M17LAP inhibition 0.9%, Hep lipid drop 4.7, M1AAP inhibition -0.6%, Ins promoter up -0.5, Dynein cargo inh 0.117, Yfh1-depleted yeast inactive, Dynein cargo inh cytoplasmic EGFP -0.254, Dynein cargo inh nuclear GR-EGFP 0.0219, Dynein cargo inh cell count 0.183, Ins promoter up cell count 1409 and Hep lipid drop cells 6.5 µM 718.
Screening CCN(CC)CCNc1nc2c(c(=O)n(C)c(=O)n2C)n1C/C=C(/C)Cl returned M17LAP inhibition -5.9%, MT stabilizer 1.6, M1AAP inhibition 0.1%, Autophagy HCS inactive, Ins promoter up -0.66, ER stress rescue -0.1%, Dynein cargo inh 1.53, Dynein cargo inh cytoplasmic EGFP -0.0919, Dynein cargo inh nuclear GR-EGFP 1.29, Dynein cargo inh cell count -0.313, Ins promoter up cell count 982, MT stabilizer Hoechst-high % 3.7, MT stabilizer cytotoxicity % 8.7 and Autophagy HCS cell loss 18 h -11.4.
`O=C(CN1CCC(Cc2ccccc2)CC1)NC(=O)NC1CCCCC1` gave M17LAP inhibition 4.0%, MT stabilizer 3.8, Hep lipid drop 2.7, M1AAP inhibition 4.5%, Autophagy HCS inactive, Ins promoter up 0.35, ER stress rescue 2.7%, Dynein cargo inh -0.0417, Yfh1-depleted yeast inactive, Dynein cargo inh cytoplasmic EGFP -0.341, Dynein cargo inh nuclear GR-EGFP -0.576, Dynein cargo inh cell count -0.435, Ins promoter up cell count 1225, Hep lipid drop cells 6.5 µM 664, MT stabilizer Hoechst-high % 1.1, MT stabilizer cytotoxicity % 7.8 and Autophagy HCS cell loss 18 h 3.5.
Screening O=C(Nc1nnc(-c2ccccc2)s1)c1cc(S(=O)(=O)N2CCOCC2)c(Cl)cc1Cl returned M17LAP inhibition -4.7%, MT stabilizer 2.0, Hep lipid drop -4.1, M1AAP inhibition -3.9%, Autophagy HCS inactive, Ins promoter up -0.14, ER stress rescue 0.8%, Dynein cargo inh -0.397, Yfh1-depleted yeast inactive, Dynein cargo inh cytoplasmic EGFP 0.0612, Dynein cargo inh nuclear GR-EGFP -0.246, Dynein cargo inh cell count 0.391, Ins promoter up cell count 888, Hep lipid drop cells 6.5 µM 791, MT stabilizer Hoechst-high % 1.7, MT stabilizer cytotoxicity % 9.3 and Autophagy HCS cell loss 18 h 10.6.
For CCOC(=O)c1c(NC(=O)CSc2nc3ccccc3o2)sc(C)c1C the results were M17LAP inhibition 0.3%, MT stabilizer 4.7, M1AAP inhibition 0.7%, Autophagy HCS inactive, Ins promoter up -0.13, ER stress rescue -1.5%, Dynein cargo inh 0.784, Yfh1-depleted yeast inactive, Dynein cargo inh cytoplasmic EGFP -0.245, Dynein cargo inh nuclear GR-EGFP 0.759, Dynein cargo inh cell count 0.927, Ins promoter up cell count 1385, MT stabilizer Hoechst-high % 2.0, MT stabilizer cytotoxicity % 8.2 and Autophagy HCS cell loss 18 h 9.9.
Cc1ccccc1CC1(CO)CCCN(Cc2ccc3c(c2)OCCO3)C1 (centres undefined) was read as M17LAP inhibition -3.0%, MT stabilizer 3.0, Hep lipid drop -9.8, M1AAP inhibition -3.6%, Autophagy HCS inactive, Ins promoter up 0.09, ER stress rescue -2.6%, Dynein cargo inh 0.772, Yfh1-depleted yeast inactive, Dynein cargo inh cytoplasmic EGFP -0.246, Dynein cargo inh nuclear GR-EGFP 0.298, Dynein cargo inh cell count -0.327, Ins promoter up cell count 1427, Hep lipid drop cells 6.5 µM 718, MT stabilizer Hoechst-high % 2.0, MT stabilizer cytotoxicity % 5.4 and Autophagy HCS cell loss 18 h 18.3.
`FC(F)(F)c1cccc(-c2noc(CN3CCOCC3)n2)c1` gave M17LAP inhibition 14.6%, MT stabilizer 1.6, M1AAP inhibition 6.9%, Autophagy HCS inactive, Ins promoter up 0.42, ER stress rescue -0.6%, Dynein cargo inh -1.78, Yfh1-depleted yeast inactive, Dynein cargo inh cytoplasmic EGFP -0.14, Dynein cargo inh nuclear GR-EGFP -0.0933, Dynein cargo inh cell count 0.902, Ins promoter up cell count 1448, MT stabilizer Hoechst-high % 1.5, MT stabilizer cytotoxicity % 5.3 and Autophagy HCS cell loss 18 h 35.3.
Screening C[C@H](NC(=O)OCc1ccccc1)C(=O)NNC(=O)[C@H](Cc1ccccc1)NC(=O)OC(C)(C)C returned M17LAP inhibition 12.1%, Hep lipid drop -10.5, M1AAP inhibition 1.6%, Ins promoter up 0.29, Dynein cargo inh -0.0629, Yfh1-depleted yeast inactive, Dynein cargo inh cytoplasmic EGFP -0.795, Dynein cargo inh nuclear GR-EGFP 0.00233, Dynein cargo inh cell count 0.674, Ins promoter up cell count 891 and Hep lipid drop cells 6.5 µM 743.
For CC(C)(C)c1ccc(C(=O)NCCC(=O)NCc2ccco2)cc1 the results were MT stabilizer 4.0, Hep lipid drop -1.7, Autophagy HCS inactive, ER stress rescue 0.3%, Dynein cargo inh -0.249, Yfh1-depleted yeast inactive, Dynein cargo inh cytoplasmic EGFP -0.347, Dynein cargo inh nuclear GR-EGFP -0.12, Dynein cargo inh cell count 0.614, Hep lipid drop cells 6.5 µM 700, MT stabilizer Hoechst-high % 3.2, MT stabilizer cytotoxicity % 8.1 and Autophagy HCS cell loss 18 h 19.6.
CC1CCCN(C(=S)Nc2ccc(S(=O)(=O)N3CCCCC3)cc2)C1 (centres undefined) was read as M17LAP inhibition 1.8%, Hep lipid drop 4.2, M1AAP inhibition 9.1%, Ins promoter up -0.67, Dynein cargo inh -0.147, Yfh1-depleted yeast inactive, Dynein cargo inh cytoplasmic EGFP -0.215, Dynein cargo inh nuclear GR-EGFP -0.0509, Dynein cargo inh cell count 0.667, Ins promoter up cell count 1439 and Hep lipid drop cells 6.5 µM 711.
For Nc1nnc(SCC(=O)NC2CCCc3ccccc32)s1 (centres undefined) the results were M17LAP inhibition 9.8%, Hep lipid drop -12.3, M1AAP inhibition 2.6%, Ins promoter up 0.31, Dynein cargo inh -0.434, Yfh1-depleted yeast inactive, Dynein cargo inh cytoplasmic EGFP -0.212, Dynein cargo inh nuclear GR-EGFP -0.291, Dynein cargo inh cell count -0.14, Ins promoter up cell count 1517 and Hep lipid drop cells 6.5 µM 732.
For O=C1/C(=C/c2ccc(F)cc2)SC(=S)N1Nc1ncc(C(F)(F)F)cc1Cl the results were M17LAP inhibition -0.4%, MT stabilizer 1.7, Hep lipid drop -18.2, M1AAP inhibition 4.9%, Autophagy HCS inactive, Ins promoter up 0.45, ER stress rescue -0.3%, Dynein cargo inh 0.154, Yfh1-depleted yeast inactive, Dynein cargo inh cytoplasmic EGFP -0.234, Dynein cargo inh nuclear GR-EGFP 0.539, Dynein cargo inh cell count 1.72, Ins promoter up cell count 791, Hep lipid drop cells 6.5 µM 785, MT stabilizer Hoechst-high % 1.5, MT stabilizer cytotoxicity % 5.0 and Autophagy HCS cell loss 18 h -6.5.
For CCc1c(C)nc2ncnn2c1N1CCC(C(=O)N2CCN(c3ccc(F)cc3)CC2)CC1 the results were M17LAP inhibition -2.7%, MT stabilizer 3.8, M1AAP inhibition 6.4%, Autophagy HCS inactive, Ins promoter up -3.04, ER stress rescue 2.7%, Dynein cargo inh -0.0155, Yfh1-depleted yeast inactive, Dynein cargo inh cytoplasmic EGFP -0.289, Dynein cargo inh nuclear GR-EGFP -0.137, Dynein cargo inh cell count 0.603, Ins promoter up cell count 905, MT stabilizer Hoechst-high % 2.3, MT stabilizer cytotoxicity % 1.1 and Autophagy HCS cell loss 18 h -2.1.
For N#C/C(=N\Nc1ccc(F)cc1)C(=O)C1CC1 the results were M17LAP inhibition 3.3%, Hep lipid drop 5.4, M1AAP inhibition -1.3%, Ins promoter up 0.22, Dynein cargo inh -0.0951, Yfh1-depleted yeast inactive, Dynein cargo inh cytoplasmic EGFP -0.191, Dynein cargo inh nuclear GR-EGFP 0.338, Dynein cargo inh cell count 0.874, Ins promoter up cell count 999 and Hep lipid drop cells 6.5 µM 695.
Screening COc1ccc(C2C(C(=O)N3CCOCC3)CCC(=O)N2c2cc(OC)c(OC)c(OC)c2)cc1 (centres undefined) returned M17LAP inhibition 3.0%, MT stabilizer 3.6, Hep lipid drop 34.6, M1AAP inhibition 8.8%, Autophagy HCS inactive, Ins promoter up -0.04, ER stress rescue -0.3%, Dynein cargo inh 2.94, Yfh1-depleted yeast inactive, Dynein cargo inh cytoplasmic EGFP -0.165, Dynein cargo inh nuclear GR-EGFP 2.15, Dynein cargo inh cell count -1.7, Ins promoter up cell count 1167, Hep lipid drop cells 6.5 µM 741, MT stabilizer Hoechst-high % 1.0, MT stabilizer cytotoxicity % 7.4 and Autophagy HCS cell loss 18 h 8.4.
`COc1cc(/C=C2\C(=O)NN(c3ccc(C)cc3)C2=O)cc([N+](=O)[O-])c1O` gave M17LAP inhibition 32.2%, MT stabilizer 3.7, Hep lipid drop 1.4, M1AAP inhibition 23.2%, Autophagy HCS inactive, Ins promoter up -0.22, ER stress rescue -0.6%, Dynein cargo inh -0.189, Yfh1-depleted yeast inactive, Dynein cargo inh cytoplasmic EGFP 1.86, Dynein cargo inh nuclear GR-EGFP 0.536, Dynein cargo inh cell count -0.551, Ins promoter up cell count 1626, Hep lipid drop cells 6.5 µM 656, MT stabilizer Hoechst-high % 1.3, MT stabilizer cytotoxicity % 3.8 and Autophagy HCS cell loss 18 h 21.0.

Screening data (PubChem)
